Compound activity as filed in PubChem.
CXCR6 inh = blocks human CXCR6 beta-arrestin recruitment. O00574. CHO-K1 PathHunter CXCR6 beta-arrestin, luminescence. inhibition, % at 20 µM. 360,000 compounds, 0.36% hits. AID 602244; in the data active = inhibition above about 34%, passing the limit was not always enough;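 note: antagonist mode with CXCL16 agonist at 10 nM final; 0% = 10 nM CXCL16 with DMSO and 100% = unstimulated wells without agonist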
Target sequence (O00574 whole entry, looked up): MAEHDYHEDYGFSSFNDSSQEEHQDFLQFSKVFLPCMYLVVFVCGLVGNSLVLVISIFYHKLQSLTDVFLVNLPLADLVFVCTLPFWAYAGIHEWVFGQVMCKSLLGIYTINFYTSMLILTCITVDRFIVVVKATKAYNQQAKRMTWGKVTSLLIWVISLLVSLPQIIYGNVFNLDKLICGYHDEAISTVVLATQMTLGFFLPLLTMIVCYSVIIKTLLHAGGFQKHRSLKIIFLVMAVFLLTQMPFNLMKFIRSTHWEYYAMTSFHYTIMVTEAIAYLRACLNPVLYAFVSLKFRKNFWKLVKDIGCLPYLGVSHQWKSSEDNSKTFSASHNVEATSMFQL
UPR XBP1 act = adaptive UPR (XBP1) activation; CHO-XBP1 luciferase reporter, IRE1-XBP1 UPR activation, luminescence; percent of tunicamycin response, DMSO as zero; activation, % at 20 µM; 330,000 compounds, 0.33% hits; AID 463104;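 active = versus positive control, 20 µM dose yields 30% or more activation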;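 note: 100% = tunicamycin at 10 µg/mL and 0% = DMSO only wells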
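Material: CHO-XBP1 cells stably carrying IRE1-XBP1-driven luciferase reporter / Amount: 1000 cells per well / Compound: 20 µM, 1% DMSO / Times: 6 h treatment, 37 °C / Detection: luciferase luminescence / Measure: % activation of reporter signal versus tunicamycin and DMSO controls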
tim23-1 inh = growth inhibitors of tim23-1 mutant yeast; 330,000 compounds, 1.3% hits; inhibition, % at 20 µM; S. cerevisiae tim23-1 growth, BacTiter-Glo luminescence, 24 h;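 active = growth inhibition of the mutant yeast at or above 50%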;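 note: temperature-sensitive mutant grown at 25 °C; plate controls were DMSO-treated mutant yeast for no effect and medium wells lacking yeast for full effect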
Mdm2 MdmX PPI = disrupts the human Mdm2-MdmX interaction. inhibition, % at 8 µM. SaOS-2 split-luciferase Mdm2/MdmX complementation, luminescence. 330,000 compounds, 3% hits. AID 485346. O15151+Q00987;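 active = inhibition of at least 50% at 8 µM in the primary screen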
tim10-1 inh = tim10-1 yeast growth inhibition; S. cerevisiae tim10-1 ts strain growth, BacTiter-Glo, 24 h; inhibition, % at 20 µM; 330,000 compounds, 2.2% hits;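 active = inhibition of at least 40%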;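 note: mutant grown at 25 °C; 0% = DMSO wells with yeast and 100% = wells holding no yeast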
CHOP UPR activ = apoptotic UPR (CHOP) activation | CHO-CHOP luciferase reporter, luminescence; percent of tunicamycin response over DMSO baseline | activation, % at 10 µM | 330,000 compounds, 0.34% hits;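 active = at 10 µM dose, activation of 40% or more, normalized to positive control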;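 note: 100% = tunicamycin at 10 µg/mL and 0% = DMSO alone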
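Dosing – one dose, 10 µM in 0.5% DMSO · System – CHO-CHOP cells, stable luciferase reporter of PERK-eIF2a-CHOP signalling · Input – 500 cells/well · Control set – tunicamycin 10 µg/mL final as positive, DMSO-only wells as negative · Timing – 6 h compound treatment, 37 °C · Measure – % activation vs tunicamycin · Technique – luminescence read with Steady-Glo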
APJ antag = blocks the human apelin receptor APJ. CHO-K1 APJ beta-arrestin complementation, luminescence. inhibition, % at 20 µM. 330,000 compounds, 0.32% hits. AID 2521;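 active = inhibition above about 40% at 20 µM, limit read from the data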;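 note: cells challenged with 10 nM apelin-13 agonist together with compound; plate controls were apelin-13 plus DMSO wells for no effect and DMSO wells lacking apelin-13 for full effect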
Target sequence (P35414 whole entry, looked up): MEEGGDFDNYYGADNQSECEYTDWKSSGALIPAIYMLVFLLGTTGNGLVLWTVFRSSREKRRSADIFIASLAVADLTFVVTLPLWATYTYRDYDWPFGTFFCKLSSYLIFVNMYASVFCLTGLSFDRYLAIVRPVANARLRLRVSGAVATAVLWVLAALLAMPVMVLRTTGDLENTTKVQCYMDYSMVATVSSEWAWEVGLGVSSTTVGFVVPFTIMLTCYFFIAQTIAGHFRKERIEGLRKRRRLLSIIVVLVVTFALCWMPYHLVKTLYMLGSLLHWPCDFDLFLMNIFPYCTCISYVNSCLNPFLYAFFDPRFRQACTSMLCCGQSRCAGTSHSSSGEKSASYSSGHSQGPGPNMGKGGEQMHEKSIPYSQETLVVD
APJ ag = agonists of human APJ apelin receptor | CHO-K1 APJ PathHunter beta-arrestin, luminescence; 0% DMSO wells, 100% apelin | activation, % at 20 µM | 330,000 compounds, 0.11% hits | AID 2520;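 active = activation more than six SD over the plate average, tested at 20 µM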;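 note: 0% = DMSO alone and 100% = apelin-13 at 10 nM; some results filed as inactive read as strong as hits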
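Material: CHO-K1 APJ beta-arrestin complementation cell line; Input: cell density 1000 per well; Incubation: compound stimulation 90 min at 25 °C, detection 60 min; Signal: luminescence from split beta-galactosidase complementation, Galacton Star/Emerald II substrate; Controls: DMSO-only wells as negative, 10 nM Apelin-13 as positive control.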
TIM10 inh = inhibits growth of TIM10 yeast strain | S. cerevisiae TIM10 strain growth, BacTiter-Glo luminescence, 24 h | inhibition, % at 10 µM | 330,000 compounds, 1.4% hits | AID 463195;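 active = inhibition of 40% or more at the single tested concentration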;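 note: wild-type TIM10 isogenic control strain grown at permissive 25 °C; 0% = DMSO yeast wells and 100% = minimal medium wells without yeast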
* marks the source's active call; other numbers are inactive results; x = not tested or not shown.

Structure | TIM10 inh | CHOP UPR activ | CXCR6 inh | Mdm2 MdmX PPI | APJ antag | tim23-1 inh | UPR XBP1 act | APJ ag | tim10-1 inh
COc1cc2c(cc1OC)C(=O)CC(C)S2 (stereo not drawn) | 1 | -2.2 | 2 | 18 | 3 | 19 | 5 | -2 | 3
Cc1ccc(S(=O)(=O)/N=C2\C(=O)c3ccccc3C([O-])=C2n2cc[n+](CCC(C)C)c2)cc1 | 2 | -0.9 | -3 | 21 | -54 | 10 | 0 | 3 | -3
CN1C(=O)C(=O)/C(=C(/O)c2ccc(Br)cc2)C1c1cccc([N+](=O)[O-])c1 (stereo not drawn) | -5 | 1.5 | -1 | 17 | 5 | 10 | -1 | -4 | 21
Cc1occc1C(=O)Nc1nnc(C2CCCCC2)s1 | 32 | 4.0 | -10 | 2 | 8 | 23 | 3 | -2 | 28
CCCCN1C(=O)c2ccc(C(=O)N(C)CC(=O)Nc3ccc(OCC)c(OCC)c3)cc2C1=O | -7 | 0.9 | -1 | 5 | 8 | -5 | -2 | -2 | -1
COC(=O)CSc1nc(N)c(NC(=O)c2ccc(OC)c(OC)c2)c(=O)[nH]1 | -2 | -0.8 | -5 | 24 | -1 | -9 | -2 | -6 | -11
COc1ccc(NS(=O)(=O)c2cc(NC(=O)c3ccc(=O)[nH]c3)ccc2N2CCCC2)cc1 | -1 | 1.6 | -5 | 82* | 3 | 6 | -4 | 5 | 8
O=[N+]([O-])c1cccc(S(=O)(=O)Nc2ccc(S(=O)(=O)N3CCCC3)cc2)c1 | 3 | 1.5 | 2 | -4 | -7 | 13 | 3 | -8 | 4
CCc1nnc(NS(=O)(=O)c2ccc(NC(=S)NC(=O)c3ccccc3)cc2)s1 | -1 | 1.9 | 18 | -3 | 7 | 11 | -1 | 0 | 17
COc1ccc(NC(=O)c2ccccc2Cl)c(NC(=O)c2ccco2)c1 | 3 | -0.6 | 4 | -17 | -1 | 27 | -1 | 1 | 31
O=C(CSc1ccc2c(c1)OCCO2)NC(=O)Cc1ccccc1 | 22 | 0.4 | 3 | 13 | -9 | 27 | -1 | -2 | -8
COc1cc(C(=O)Nc2cccc(-c3nc4cc(C)ccc4o3)c2C)cc(OC)c1OC | -4 | 1.4 | 4 | 12 | -2 | 8 | 6 | -4 | 0
COC(=O)c1ccccc1NC(=O)NCC1CCCO1 (stereo not drawn) | -1 | 0.9 | -1 | -31 | 5 | 5 | 1 | 1 | 2
Cn1c(=O)c2c(nc(CN3CCN(C(=O)c4ccco4)CC3)n2CC(=O)C(C)(C)C)n(C)c1=O | 10 | 0.1 | 3 | -19 | 14 | 5 | 1 | 2 | -21
COc1cccc(C2C=C(c3ccc(Br)s3)Nc3ncnn32)c1OC (stereo not drawn) | 9 | -2.5 | 3 | 10 | 4 | 30 | -2 | -2 | 25
COc1ccc(C(=O)N(C)C2CCCCC2)cc1S(=O)(=O)N1CCOCC1 | 12 | 1.9 | 0 | 9 | 7 | 15 | 0 | -3 | 9
O=C(NCN1CCCCC1)c1cccnc1 | -10 | -2.4 | -6 | 5 | 9 | 1 | 2 | -3 | 9
COc1ccc(C(=O)Nc2cccc(C(=O)N3CCN(C)CC3)c2)cc1 | 7 | -0.6 | -2 | -12 | -2 | 8 | -4 | -5 | -5
O=C(NCCCN1CCN(Cc2ccccc2)CC1)C1CCN(S(=O)(=O)N2CCC3(CC2)OCCO3)CC1 | -1 | 0.3 | 2 | -1 | 3 | 6 | -5 | -2 | 4
CCN(CC)CCNC(=O)C(Oc1ccccc1)Oc1ccccc1 | -15 | -0.9 | -2 | 14 | -8 | 11 | -5 | -2 | -4

Carrying on.
Structure | TIM10 inh | CHOP UPR activ | CXCR6 inh | Mdm2 MdmX PPI | APJ antag | tim23-1 inh | UPR XBP1 act | APJ ag | tim10-1 inh
CCn1c(CSc2ncn[nH]2)nc2cc(C(=O)O)ccc21 | 5 | -1.2 | 4 | 8 | -19 | 3 | 1 | -4 | -19
Cc1cccc(C2c3[nH]c4ccccc4c3CCN2C(=O)c2cc(C(C)C)nc(N)n2)n1 (stereo not drawn) | 18 | 0.5 | 10 | 14 | 8 | 33 | -1 | -2 | 24
COCC1CCCCN1C(=O)C1CCN(c2nc(-c3ccccc3)nc3c2CCC3)CC1 (stereo not drawn) | 7 | 1.8 | 11 | 29 | 1 | 17 | -1 | -2 | 15
O=C(c1ccccc1)N1CCN(c2nc3ccc([N+](=O)[O-])cc3s2)CC1 | 20 | -0.8 | -7 | -16 | -6 | 31 | -4 | 0 | 0
COCc1nnc(NC(=O)CS(=O)(=O)c2ccc(C)cc2)s1 | -8 | 0.9 | -9 | -15 | -12 | 10 | -2 | 0 | -7
COc1ccc(/C=C/C(=O)Oc2ccc(/C=N/NC(=O)c3ccccc3)cc2)cc1OC | 7 | 14 | -3 | 14 | -11 | 3 | 11 | 2 | 7
CCCNC(=O)C(Cc1ccccc1)NC(=O)c1ccccc1 (stereo not drawn) | -2 | 1.3 | 1 | -19 | 5 | 17 | 0 | -3 | 4
COc1ccccc1N(CC(=O)Nc1ccc(C)cc1Cl)S(=O)(=O)c1cccs1 | -9 | -1.6 | 1 | 16 | -3 | 15 | -2 | -3 | 3
COc1cccc(C(=O)NCC(=O)NCc2cc(=O)n(C)c(=O)n2C)c1OC | -2 | 1.6 | -1 | 7 | 0 | 12 | -3 | -2 | 16
O=C(NCc1nc2ccccc2[nH]1)C1=C[C@H](c2coc3ccccc3c2=O)C[C@H](OCCCCO)O1 | 2 | -1.3 | -1 | -21 | -16 | 12 | -2 | 10 | -8
CC(=O)Nc1ccc(SCC(=O)c2ccc(Br)s2)cc1 | -7 | 0.2 | 1 | 15 | 11 | 24 | 1 | -4 | 16
CC(=O)c1ccc(CC2SC(N)=NC2=O)cc1 (stereo not drawn) | -4 | 0.9 | -1 | -7 | -8 | 5 | -1 | 1 | -10
CCOC(=O)COc1cc(OCC(=O)OCC)c2c(=O)cc(-c3ccccc3)oc2c1 | 9 | 0.2 | 1 | -7 | -12 | 25 | 3 | -2 | -12
Cc1ccc(CN2[C@@H](c3ccccc3)COCCS2(=O)=O)cc1 | -5 | 0.8 | -9 | -3 | 17 | 31 | 6 | -3 | 13
CCOC(=O)C1CN(S(=O)(=O)c2cccc(C(F)(F)F)c2)c2cc(CC(=O)OC)ccc2O1 (stereo not drawn) | 7 | -1.9 | -5 | -10 | -13 | 18 | -2 | -7 | 47*
CNc1nc(N/N=C/c2ccc([N+](=O)[O-])cc2)nc(Nc2ccccc2)n1 | 25 | 0.2 | -12 | -14 | -30 | 28 | 0 | -1 | 11
Cc1ccc(NC(=O)c2ccc3c(c2)CCN3S(C)(=O)=O)c(C)c1 | -1 | -1.4 | -5 | 10 | -1 | -5 | -1 | -2 | 6
Cc1cc[n+](C(C)C(=O)c2ccc(Cl)cc2)cc1 (stereo not drawn) | -4 | -0.6 | 4 | 27 | 12 | -5 | -7 | -1 | -6
O=C(O)C1=C[C@H](c2ccc3c(c2)OCO3)C[C@H](OCc2ccc(CO)cc2)O1 | -9 | 0.3 | -5 | 8 | -8 | 3 | -1 | -3 | 13
Nn1c(Cc2ccc(Br)cc2)n[nH]c1=S | -5 | -1.5 | -7 | 20 | -10 | -15 | -5 | 0 | -23

Grouped by structure: the entries above containing a Cl atom (three)
Structure | TIM10 inh | CHOP UPR activ | CXCR6 inh | Mdm2 MdmX PPI | APJ antag | tim23-1 inh | UPR XBP1 act | APJ ag | tim10-1 inh
COc1ccc(NC(=O)c2ccccc2Cl)c(NC(=O)c2ccco2)c1 | 3 | -0.6 | 4 | -17 | -1 | 27 | -1 | 1 | 31
COc1ccccc1N(CC(=O)Nc1ccc(C)cc1Cl)S(=O)(=O)c1cccs1 | -9 | -1.6 | 1 | 16 | -3 | 15 | -2 | -3 | 3
Cc1cc[n+](C(C)C(=O)c2ccc(Cl)cc2)cc1 (stereo not drawn) | -4 | -0.6 | 4 | 27 | 12 | -5 | -7 | -1 | -6

Remaining list, next part:
Structure | TIM10 inh | CHOP UPR activ | CXCR6 inh | Mdm2 MdmX PPI | APJ antag | tim23-1 inh | UPR XBP1 act | APJ ag | tim10-1 inh
Cc1ccc(C)n1-c1ccc(C(=O)NCc2cccnc2)cc1 | -10 | 0.0 | -7 | 6 | 0 | 4 | 2 | -1 | 12
Nn1c(-c2cccs2)nc2sc3c(c2c1=O)CCCC3 | 21 | 4.5 | -9 | -130 | 0 | 44 | -6 | -2 | 22
COc1ccc(-c2nc(NC(=O)CSc3nnc4ccccn34)ns2)cc1 | 0 | -0.9 | x | 14 | 2 | -12 | 5 | -3 | -8
Cn1c2ccccc2c2cnn(CC(=O)Nc3ccc(Cl)cc3)c(=O)c21 | -42 | 1.8 | 0 | 19 | 13 | -13 | 2 | -6 | -84
COc1ccc(CCN2C(=S)N(c3ccc(Cl)cc3)C(=O)C2CC(N)=O)cc1OC (stereo not drawn) | -10 | -0.6 | -2 | -5 | -4 | 11 | 0 | -3 | -6
O=C(COc1ccc2ccc(=O)oc2c1)Nc1ccc(CN2CCOCC2)cc1 | 7 | 0.8 | -5 | 21 | 20 | 4 | 0 | -1 | 28
Oc1ccc(N=Nc2c(O)ccc3ccccc23)cc1 | 54* | 0.3 | 39 | 16 | 50* | 49 | 6 | -11 | 33
COCc1c(C(=O)N2CCN(CCOc3ccccc3)CC2)oc2ccccc12 | 22 | 1.5 | -4 | 25 | -6 | 16 | -3 | -3 | -10
COc1ccc(OC)c(S(=O)(=O)NCCCN2CCOCC2)c1 | 8 | -0.7 | 6 | -15 | -14 | 0 | -1 | -2 | -7
Cc1cccc(C)c1NC(=O)CN(C)C(=O)C1CC(=O)N(c2cccc3ccccc23)C1 (stereo not drawn) | 8 | 1.7 | 11 | -27 | 5 | -4 | -1 | -3 | 3
O=C(CSc1nc(=O)n2ccccc2n1)NCc1ccccc1Cl | -2 | 0.3 | 2 | -23 | 21 | 10 | -2 | -4 | -10
Cc1cc2c(c(=O)n1Cc1ccco1)C(c1cccnc1)C(C#N)=C(N)O2 (stereo not drawn) | -3 | -1.0 | 4 | 8 | 3 | 14 | 1 | -4 | -4
CC[N+](CC)(CCCCS(=O)(=O)[O-])CCNP1(=O)C=C(c2ccccc2)OC(c2ccccc2)=C1 | -8 | -0.6 | -1 | 7 | -10 | -6 | 1 | -1 | 1
COc1ccc(C2=NOC(C(=O)N3CCCCCC3)C2)cc1OC (stereo not drawn) | 9 | -0.6 | -4 | 13 | 5 | 2 | 0 | -4 | 7
O=C(c1ccc(F)cc1)N1CCN=C1c1ccccc1 | 2 | 1.0 | -10 | 13 | 7 | -10 | 0 | -6 | 3
COc1cscc1C(=O)O | -2 | -2.4 | -3 | 0 | 6 | -6 | -2 | -2 | -9
COc1ccc(N2C(=O)NC(NC(=O)c3cccnc3)(C(F)(F)F)C2=O)cc1 (stereo not drawn) | -4 | -1.1 | -1 | 3 | 12 | 8 | -2 | -2 | 5

A portion of the library; rates above refer to the full screens.
